Compound activity: PubChem BioAssay, National Center for Advancing Translational Sciences (NCATS)
Giardia killer – Small Molecules that selectively kill Giardia lamblia: qHTS | 340,000 compounds, 0.15% hits | activity change, % at 7.66 µM, hits read low | Giardia lamblia trophozoite viability | AID 540267, 2011; in the data active = activity change below about -80%; inconclusive = between about -30% and that limit;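 note: parasites exposed to compound for two days anaerobically before the ATP read; % is set by controls: 0 for no effect and ±100 for the full control effect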
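Anaerobic 48 hrs incubation at 37 deg C of 100 trophozoites/well with test compounds; ATPLite 1-Step luminescence, 15-30 min RT, reports cellular ATP as viability.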
ELG1 genotoxic – qHTS screen for small molecules that induce genotoxicity in human embryonic kidney (HEK293T) cells expressing luciferase-tagged ELG1. Potency, µM (top dose mostly 46 µM), for the others: at the top dose activity change, positive = activation, actives largely listed as activators. 330,000 compounds, 1.3% hits. HEK293T ELG1-luciferase reporter, luminescence, 16 h; note: potency is the fitted concentration of half-maximal effect; % of control where 0% means no effect; nearly all actives have a fitted effect of over 60% in size
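Screening used a luciferase reporter fused to human ELG1 in HEK293T cells. Luminescence was read on a CCD plate imager after 16 hr exposure and 30 min ONE-Glo incubation.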
uPA generation – qHTS for Inhibitors of Cell Surface uPA Generation; cell surface uPA generation assay, qHTS; Potency, µM (titrated, usually from 38.3 µM), inactives show at the highest dose activity change, negative = inhibition, usual class: inhibitors; 330,000 compounds, 0.31% hits; AID 540303, 2011; active = well fitted inhibition curve with a large enough effect; inconclusive = small, poorly fitted or top-dose-only effect; inactive = no such curve, though single readings can be large or run the other way; tested in mouse RAW 264.7 cells; note: potency is the fitted concentration of half-maximal effect; % is set by controls: 0 for no effect and ±100 for the full control effect; nearly all actives have a fitted effect of over 55% in size
Coupling enz – qHTS Assay for Inhibitors of Fructose-1,6-bisphosphate Aldolase from Giardia Lamblia: Coupling assay counterscreen. coupling enzyme system counterscreen, AmpLite Red fluorescence. activity change, negative = inhibition, % at 58.2 µM, hits read low. 290,000 compounds, 0.67% hits. AID 2472, 2010; in the data active = activity change below about -30%; note: % is set by controls: 0 for no effect and ±100 for the full control effect
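Fluorescence at 525 nm excitation and 598 nm emission measured inhibition of the coupled detection system without aldolase. Compounds (at 57.5 uM final) were preincubated 10 min at room temperature with coupling enzyme reagent before a 20 min substrate/AmpLite Red step.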
FLuc counter – qHTS profiling assay for firefly luciferase inhibitor/activator using purifed enzyme and Km concentrations of substrates (counterscreen for miR-21 project). AID 588342, 2011. purified FLuc, Km substrates, luminescence inhibition. 360,000 compounds, 6.9% hits. Potency, µM (series often up to 57.5 µM), for the others: top-dose activity change, negative = inhibition, hits mostly inhibitors. Luciferin 4-monooxygenase (Photinus pyralis), P08659;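 note: potency is the fitted concentration of half-maximal effect; plate controls were vehicle for no effect and reference inhibitor for full effect; nearly all actives have a fitted effect of over 55% in size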
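Purified P. pyralis luciferase (10nM final) with 10uM D-luciferin and 10uM ATP (Km levels) in 50mM Tris acetate pH 7.5, 10mM Mg acetate, 0.01% Tween-20, 0.05% BSA; qHTS 6-point titration, ~60 µM downward; luminescence read.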
RORg inh – qHTS for inhibitors of ROR gamma transcriptional activity. 310,000 compounds, 5.4% hits. Potency, µM (doses to about 53.6 µM), for inactives: at the top dose activity change, negative = inhibition, hits mostly inhibitors. Nuclear receptor ROR-gamma (Mus musculus), P51450. AID 2551, 2010. Drosophila S2 Gal4-RORgamma UAS-luciferase reporter, 20 h; note: potency is the fitted concentration of half-maximal effect; % is set by controls: 0 for no effect and ±100 for the full control effect; nearly all actives have a fitted effect of over 60% in size
Target sequence (P51450 whole entry, looked up, the tested form may be a part): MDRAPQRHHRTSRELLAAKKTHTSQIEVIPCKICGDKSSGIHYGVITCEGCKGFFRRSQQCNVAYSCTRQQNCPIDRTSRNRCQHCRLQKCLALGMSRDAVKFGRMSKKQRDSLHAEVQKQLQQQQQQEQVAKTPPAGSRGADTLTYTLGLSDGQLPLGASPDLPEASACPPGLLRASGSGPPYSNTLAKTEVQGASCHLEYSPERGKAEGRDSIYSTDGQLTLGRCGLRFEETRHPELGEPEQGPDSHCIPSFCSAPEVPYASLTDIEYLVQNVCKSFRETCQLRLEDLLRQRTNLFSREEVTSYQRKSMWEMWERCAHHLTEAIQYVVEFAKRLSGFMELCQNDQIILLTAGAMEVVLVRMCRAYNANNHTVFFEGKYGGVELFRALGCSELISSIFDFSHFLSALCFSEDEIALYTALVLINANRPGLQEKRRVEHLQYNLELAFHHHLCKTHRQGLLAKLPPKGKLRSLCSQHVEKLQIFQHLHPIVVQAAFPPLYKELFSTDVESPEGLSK
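Luminescence from a UAS-regulated Photinus luciferase reporter in stably transfected Drosophila Schneider cells is measured; decreased signal marks ROR gamma inhibition. Fusion expression is induced by 700 uM copper sulfate for 20 hr.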
KCNH2 3.1 inh – qHTS for Inhibitors of KCHN2 3.1: Mutant qHTS. U2OS KCNH2 3.1, thallium flux FluxOr; active compounds read low. 340,000 compounds, 0.95% hits. activity change, % (tested at about 1.8 µM);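 active = maximum activity change below -70%; inconclusive = maximum activity change from -70% to -50%; inactive = maximum activity change above -50%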;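 note: thallium influx rate constant from kinetic fluorescence after stimulation buffer; % is set by controls: 0 for no effect and ±100 for the full control effect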
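Steps: virus added to U2OS suspension (4 h, RT, dark); medium with 10% FBS added, cells plated, 37 C overnight; FluxOr/Red40 loading buffer 45 min RT; stimulation buffer, 2 min kinetic read; rate constant normalized.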
VP16 counter – VP16 counterscreen qHTS for inhibitors of ROR gamma transcriptional activity; Potency, µM (highest dose often 53.6 µM), for inactives: at the top dose activity, negative = inhibition, actives largely listed as inhibitors; AID 2546, 2010; 310,000 compounds, 3.5% hits; Drosophila S2 Gal4-VP16 UAS-luciferase, luminescence, 20 h;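 note: Gal4-VP16 expression switched on by copper sulfate through the metallothionein promoter; potency is the fitted concentration of half-maximal effect; % is set by controls: 0 for no effect and ±100 for the full control effect; nearly all actives have a fitted effect of over 50% in size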
Tb PFK block – qHTS Assay to Find Inhibitors of T. brucei phosphofructokinase; ATP-dependent 6-phosphofructokinase (Trypanosoma brucei brucei), O15648; T. brucei PFK, ADP-Glo luminescence; Potency, µM (titrated, usually from 57.5 µM), for the others: at the highest dose activity, negative = inhibition, most hits filed as inhibitors; 330,000 compounds, 0.17% hits; AID 485367, 2010;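 note: potency is the fitted concentration of half-maximal effect; 0% = uninhibited 1x PFK enzyme wells and -100% = no-enzyme wells; nearly all actives have a fitted effect of over 60% in size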
Target sequence (O15648 whole entry, looked up): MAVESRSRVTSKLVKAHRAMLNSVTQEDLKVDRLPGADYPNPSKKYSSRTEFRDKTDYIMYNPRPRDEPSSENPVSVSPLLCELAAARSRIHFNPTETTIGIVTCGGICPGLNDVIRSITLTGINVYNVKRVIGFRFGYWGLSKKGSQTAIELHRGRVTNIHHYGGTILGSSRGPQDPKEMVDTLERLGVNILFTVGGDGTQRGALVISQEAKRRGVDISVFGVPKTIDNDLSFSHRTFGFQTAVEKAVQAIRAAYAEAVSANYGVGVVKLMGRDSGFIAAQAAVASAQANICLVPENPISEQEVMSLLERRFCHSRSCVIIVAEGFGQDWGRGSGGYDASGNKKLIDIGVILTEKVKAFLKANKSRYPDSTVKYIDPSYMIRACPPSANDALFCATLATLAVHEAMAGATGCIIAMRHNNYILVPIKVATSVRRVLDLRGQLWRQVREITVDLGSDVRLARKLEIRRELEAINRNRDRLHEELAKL
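PFK 1.25 nM, F6P 0.5 mM, ATP 0.1 mM, 0.1 M TEA pH 8.0, 5 mM MgCl2, 0.01% Tween20, 0.1% BSA; 45 min RT. ADP-Glo readout. qHTS titration up to 57 uM; curves fitted, compounds curve-classed.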
Rab9 prom act – qHTS Assay for Rab9 Promoter Activators; Huh7 Rab9 promoter-luciferase reporter, luminescence, 24 h; Potency, µM (top dose mostly 9.22 µM), inactives show at the highest dose activation, negative = inhibition, actives largely listed as activators; 320,000 compounds, 2.8% hits; note: potency is the fitted concentration of half-maximal effect; % of control where 0% means no effect; nearly all actives have a fitted effect of over 60% in size
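Luciferase signal after 10 min detection reagent at ambient indicates Rab9 promoter upregulation; stably transfected Huh7 cells were treated 24 h with compound in DMSO at 37 °C, 5% CO2.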
NPC1 prom act – qHTS Assay for NPC1 Promoter Activators | Huh7 NPC1 promoter luciferase reporter, 24 h | Potency, µM (doses to about 9.22 µM), inactives show at the top dose activation, actives largely listed as activators | 320,000 compounds, 2.4% hits;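 note: potency is the fitted concentration of half-maximal effect; % of control where 0% means no effect; nearly all actives have a fitted effect of over 60% in size; reporter is driven by a mutant NPC1 promoter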
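Cells: Huh7 expressing luciferase under the NPC1 promoter, 1500/well. Seeded 2 h, compound added, incubated 24 h at 37 °C. Luciferase reagent, 10 min ambient, then luminescence.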
Starred values were filed as active, the others as inactive; ? = inconclusive; . = no result given; [ ] = dose if it differs, or a comment. Unless noted, calls come from the whole dose curve; as a rule, active = well fitted curve in the direction sought with a large enough effect; inconclusive = small, poorly fitted or top-dose-only effect, or another doubt; inactive = no such curve, though single readings can be large; an effect the other way counts as inactive or inconclusive.

SMILES	Giardia killer	ELG1 genotoxic	uPA generation	Coupling enz	FLuc counter	RORg inh	KCNH2 3.1 inh	VP16 counter	Tb PFK block	Rab9 prom act	NPC1 prom act
O=C(c1sc2ccccc2c1Cl)N(Cc1ccccc1Cl)C1CCS(=O)(=O)C1 (centres undefined)	-4.7	-5.4%	.	0.8	1.4%	3.0%	-11.3	5.9%	-5.9%	0.0%	-1.1%
Cc1cc(C)c(C)c(S(=O)(=O)N2CCN(C(=O)CCC(=O)N3CCOCC3)CC2)c1C	4.2	0.9%	-7.6%	8.3	-0.9%	37.6%	7.3	-1.9%	2.7%	-1.4%	-5.3%
O=C(O)CCc1ccc(-c2ccccc2)o1	-8.2	3.0%	-8.4%	5.2	?	?	18.4	?	8.1%	-3.1%	-3.7%
COC(=O)Cc1ccc(N(Cc2ccccc2F)S(=O)(=O)c2ccc(Cl)cc2)cc1	-10.0	1.0%	-1.3%	-3.2	2.4%	39.9%	-8.1	-16.7%	1.1%	-11.1%	-1.3%
CCCCn1c(N)c(N(Cc2ccccc2OC)C(=O)COc2ccccc2OC)c(=O)[nH]c1=O	3.9	2.7%	9.2%	.	1.2%	.	-20.0	.	0.0%	-1.1%	-4.6%
COc1cc(C2c3c(-c4ccccc4)n[nH]c3C(=O)N2c2ccccc2)ccc1O (centres undefined)	-7.6	-6.8%	2.4%	0.6	3.3%	-44.3%	13.3	11.5%	0.9%	0.9%	-1.7%
COc1ccc(OC)c(C2=NOC(C(=O)N3CCCc4ccccc43)C2)c1 (centres undefined)	11.2	9.1%	-1.5%	1.4	?	-8.7%	-4.7	-25.4%	-3.2%	-0.8%	-3.0%
Oc1ccc2oc3c(c2c1C=NCc1ccncc1)CCCC3	11.5	-8.4%	-2.4%	-35.5*	-1.2%	?	-9.2	?	2.6%	-1.2%	-3.7%
CCc1ccccc1N(CC(=O)O)S(C)(=O)=O	4.3	-2.5%	5.3%	0.8	4.4%	-0.2%	-8.5	-4.5%	-0.7%	-4.6%	0.6%
COc1ccc(S(=O)(=O)N2CCN(c3ccc(F)cc3)CC2)cc1C(=O)N1CCCC1	11.6	11.0%	-3.0%	2.1	2.5%	-0.1%	-13.6	-10.8%	-1.2%	-6.1%	1.2%
CCOc1ccccc1/C=C(/NC(=O)c1ccccc1)C(=O)N1CCCCC1	16.7	0.6%	-1.1%	0.9	-5.2%	13.6%	3.9	-18.3%	-0.6%	6.4%	-0.5%
CCOc1ccccc1N(C(=O)Nc1ccc(Cl)cc1)C1=NCCS1	-14.6	8.1%	-5.6%	-0.1	?	?	.	22.4%	6.7%	-4.8%	-8.9%
CCN(CC(=O)NNC(=O)c1ccccc1)Cc1ccc(OC)c(F)c1	-20.7	1.1%	21.0%	.	.	.	9.4	.	0.1%	.	.
Cc1ccc(N2C(=O)CC3(CCCC3)CC2=O)cc1	-3.6	10.4%	-5.4%	-0.6	10.7µM*	-18.5%	4.6	-14.5%	-13.2%	12.1%	1.7%
COc1ccc(CN(C)C(=O)COC(=O)c2cc([N+](=O)[O-])ccc2N2CCCC2)c(OC)c1OC	11.8	-3.2%	-14.8%	.	.	.	0.4	.	12.0%	.	.
COc1ccc(NC2=NC(=S)N(c3cccc(C)c3)C23CCCCC3)cc1	-3.7	?	1.9%	1.9	-20.4%	2µM*	19.5	?	-8.7%	-2.2%	-6.6%
O=C(N/N=C\c1ccccc1)c1sccc1-n1cccc1	-12.5	0.2%	5.1%	-15.9	?	?	1.9	-9.0%	2.2%	23.2%	19.2%
CC(C)(C)OC(=O)NCC(=O)N1CCC(C(=O)O)CC1	15.1	-0.9%	2.5%	1.5	3.2%	5.4%	-3.7	2.5%	-5.8%	-9.4%	-1.3%
O=C(Cc1ccccc1)N1CCC2(CC1)NCCc1[nH]cnc12	27.2	-0.3%[9.26 µM]	1.0%	-2.8	-0.4%	0.1%	11.2	-4.2%	2.2%	-1.9%	-3.2%
COCCN(CC1CCCN(C2Cc3ccccc3C2)C1)C(=O)c1cccc(C)c1 (centres undefined)	-8.9	-2.5%	0.4%	-3.0	-1.6%	-3.3%	9.9	1.1%	1.1%	-0.7%	0.1%
Cc1ccc(-n2c(N)c(C(=O)Nc3ccccc3F)sc2=S)cc1C	-9.7	-3.7%	2.4%	-10.7	-18.1%	28.1%	-35.7	3.9%	-2.9%	1.1%	-2.0%
CC1CCN(C(=O)CSc2n[nH]c(-c3cccs3)n2)CC1	-5.4	10.0%	0.6%	-0.1	4.0%	21.8%	-3.9	?	0.5%	15.9%	1.7%
COc1ccc(CN(CC(=O)NC2CCCC2)C(=O)CCC(=O)Nc2nc(C)cs2)cc1	19.7	4.2%	-3.4%	1.9	2.1%	3.7%	12.9	-8.6%	2.5%	-2.8%	-1.3%
FC(F)(F)COc1ccc(-c2nnc(SCc3ccccc3)o2)cn1	11.3	5.8%	-2.0%	3.1	-4.9%	-1.6%	-8.4	7.7%	-2.7%	26.4%	9.2%
CCOc1ccc(C(=O)N(Cc2ccc(N(C)C)cc2)C2CCS(=O)(=O)C2)cc1 (centres undefined)	11.6	4.2%	-3.5%	-5.4	2.4%	13.1%	.	-4.7%	-1.2%	0.5%	-1.5%
The listing continues.
SMILES	Giardia killer	ELG1 genotoxic	uPA generation	Coupling enz	FLuc counter	RORg inh	KCNH2 3.1 inh	VP16 counter	Tb PFK block	Rab9 prom act	NPC1 prom act
OC(CN1CCCC1)Cn1ccc2ccccc21 (centres undefined)	8.1	-4.3%	-9.4%	0.5	-2.1%	0.4%	6.5	4.3%	-10.2%	-2.0%	-2.2%
Cc1cc2[nH]c(=O)c(=O)[nH]c2cc1S(=O)(=O)Nc1cccc(Cl)c1C	-26.3	3.0%	0.9%	-0.3	2.2%	-10.6%	-0.8	1.3%	1.1%	-2.4%	0.5%
Cc1cccc(NC(=O)CNC(=O)COc2ccc(C(=O)c3ccc(F)cc3)cc2)c1C	-15.5	-0.1%	-1.7%	4.2	1.6%	32.2%	-2.0	9.2%	1.7%	-18.3%	-14.4%
COc1ccc2nc(-c3ccccc3)nc(C3CCCCC3)c2c1	-16.4	0.9%	12.2%	.	-11.6%	.	-10.4	.	-17.1%	-3.2%	0.4%
Cc1cccc(C)c1OCc1nc2ccccc2c(=O)n1/N=C/c1c[nH]c2ccccc12	4.7	-12.6%	-6.3%	-2.5	-0.6%	?	-19.6	-15.4%	-0.7%	-1.3%	0.9%
Cc1ccc(CN2C(=O)CCSc3ccc(Cl)cc32)cc1	7.3	-3.5%	-4.1%	3.2	-0.3%	11.9%	2.5	-4.8%	4.3%	9.6%	-2.3%
COc1ccc(Cl)cc1NC(=O)CN(C)Cc1ccc(OC)c(OC)c1	-12.3	-2.2%	-2.0%	-4.7	0.7%	-124.5%	3.8	?	-8.2%	5.6%	-1.7%
N#CCO/N=C/C(=O)Nc1ccc(F)cc1F	-18.3	1.1%	-0.5%	-0.3	-5.6%	-11.1%	.	1.0%[10 µM]	-10.5%	0.5%	-6.5%
Cc1onc(-c2ccccc2Cl)c1C(=O)Nc1nnc(-c2ccc(Br)cc2)s1	26.1	-10.0%	-21.8%	3.9	-18.5%	10µM*	11.4	22.4µM*	5.5%	-2.5%	0.6%
Cc1cc(NC(=O)c2cccc3ccccc23)cc(C)c1OCC(=O)N1CCOCC1	25.0	-8.8%	-0.7%	7.1	?	-8.4%	2.5	-7.6%	-3.1%	-5.1%	-0.7%
Fc1ccc(C2=CC(c3ccco3)n3nnnc3N2)cc1 (centres undefined)	-3.6	1.5%	-2.9%	1.1	-2.3%	?	-1.3	20.4%	0.8%	10.0%	-2.8%

Exported with bars between the fields: entries from further up.
canonical_smiles | Giardia killer | ELG1 genotoxic | uPA generation | Coupling enz | FLuc counter | RORg inh | KCNH2 3.1 inh | VP16 counter | Tb PFK block | Rab9 prom act | NPC1 prom act
N#CCO/N=C/C(=O)Nc1ccc(F)cc1F | -18.3 | 1.1% | -0.5% | -0.3 | -5.6% | -11.1% | . | 1.0%[10 µM] | -10.5% | 0.5% | -6.5%
COc1ccc(Cl)cc1NC(=O)CN(C)Cc1ccc(OC)c(OC)c1 | -12.3 | -2.2% | -2.0% | -4.7 | 0.7% | -124.5% | 3.8 | ? | -8.2% | 5.6% | -1.7%
